Assay outcomes (PubChem)
FLuc inh counter: inhibits firefly luciferase, flagging false hits in luciferase inhibition screens; ATPLite firefly luciferase biochemical luminescence, 10 min; inhibition, % at 10 µM; hit rate 1.5% among 200,000;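 active = inhibition above about 50% when tested at 10 µM, limit read from the data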
Target sequence (P08659 whole entry, looked up): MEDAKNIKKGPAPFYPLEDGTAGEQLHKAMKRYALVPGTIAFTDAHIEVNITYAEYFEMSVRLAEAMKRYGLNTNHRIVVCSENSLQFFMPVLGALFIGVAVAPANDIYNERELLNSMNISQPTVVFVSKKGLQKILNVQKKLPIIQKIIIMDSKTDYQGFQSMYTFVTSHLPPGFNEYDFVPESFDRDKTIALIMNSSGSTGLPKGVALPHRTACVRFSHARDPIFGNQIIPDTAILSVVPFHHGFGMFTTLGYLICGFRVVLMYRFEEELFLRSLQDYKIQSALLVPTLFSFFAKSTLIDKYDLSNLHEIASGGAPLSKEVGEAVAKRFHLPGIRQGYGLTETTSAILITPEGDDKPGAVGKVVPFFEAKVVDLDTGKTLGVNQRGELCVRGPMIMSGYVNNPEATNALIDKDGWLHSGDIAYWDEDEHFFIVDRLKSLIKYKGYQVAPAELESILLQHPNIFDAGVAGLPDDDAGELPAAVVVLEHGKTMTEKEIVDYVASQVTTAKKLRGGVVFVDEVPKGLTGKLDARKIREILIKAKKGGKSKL
APP transl inh: APP translation inhibition; SH-SY5Y APP 5'UTR-luciferase reporter, luminescence; inhibition, % at 2 µM; hit rate 0.82% among 190,000; AID 1285;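 active = inhibition above a set limit, derived from the sample mean plus 3 SD, cut at about 45% in these data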; note: values of inactives mirror those of a sister screen read the other way
APP 5'UTR act: APP 5'UTR luciferase reporter activation; activation, % at 2 µM; SH-SY5Y APP 5'UTR luciferase reporter, luminescence; zero percent = DMSO vehicle wells; hit rate 1% among 190,000;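 active = activation above a set limit, based on mean plus 3 SD of controls, cut at about 140% in these data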; note: values of inactives mirror those of a sister screen read the other way
STAT3 activator: increases IL-6 driven STAT3 reporter signal; activation (% of control), % at 5.6 µM; AID 871; hit rate 0.91% among 190,000; U3A cells, IL-6 STAT3-luciferase reporter, luminescence; 100% = signal with IL-6 EC80 alone;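 active = activation above the screen-wide mean of compound activation plus 3 SD, cut at about 130% in these data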;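 note: 0% = background luminescence of wells with medium and substrate only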
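Material: human U3A cells carrying STAT3-luciferase construct. Measured by: reporter luminescence signal. Timing: compound 1 h, then IL-6 6 h at 37 °C.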
RAM network inh: yeast RAM network inhibition | AID 868 | inhibition, % at 50 µM | S. cerevisiae dse1pr::URA3 reporter, 5-FOA growth OD615, 2 d; analog-sensitive cbk1-as2 kinase mutant strain | hit rate 1.8% among 190,000;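 active = inhibition above a set limit, 3 SD over mean compound inhibition, cut at about 8.4% in these data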;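 note: 0% = DMSO-only wells with no growth and 100% = 10 µM 1-NA-PP1 full growth; inhibition rescues growth on 5-FOA so higher OD means more RAM inhibition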
STAT1 act: STAT1 signaling activation | NIH 3T3 STAT1-luciferase reporter, IFN-gamma, luminescence; 100% = IFN-gamma alone, no compound | activation (% of control), % at 5.5 µM | hit rate 2.6% among 200,000 | AID 932;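 active = activation above the screen-wide mean activation plus 3 SD, cut at about 130% in these data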;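 note: raw ratio to IFN-gamma control signal so 100% means no change and 0% no light; values of inactives mirror those of a sister screen read the other way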
NF-kB expr up: compounds increasing NF-kB expression in human neuronal cells; AID 1239; hit rate 1.6% among 190,000; fold change at 12.5 µM; NF-kB reporter expression; stronger effect = higher value; in the data active = fold change above about 3.3
STAT1 inh: STAT1 signaling inhibition | NIH 3T3 STAT1-luciferase reporter, IFN-gamma, luminescence | inhibition, % at 5.5 µM | hit rate 0.35% among 200,000;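 active = inhibition above a set limit, the mean inhibition across all tested compounds plus 3 SD, cut at about 34% in these data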;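 note: 0% = IFN-gamma with DMSO and 100% = IFN-gamma with 300 µM nifuroxazide; values of inactives mirror those of a sister screen read the other way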
Hsp70 activator: switches on Hsp70 transcription | HeLa Hsp70 promoter luciferase reporter, luminescence; scaled: vehicle 0, proteasome-inhibitor control 100% | activation, % at 10 µM | hit rate 0.04% among 200,000 | AID 1203;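 active = activation above the mean across all tested compounds plus 3 SD, cutoff set per campaign, cut at about 5.5% in these data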;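 note: 100% = MG132 at 30 µM as the positive control and 0% = DMSO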
STAT3 blocker: STAT3 signaling inhibition. hit rate 0.89% among 190,000. U3A cells, IL-6 STAT3-luciferase reporter, luminescence; host cell line lacks STAT1. inhibition, % at 5.5 µM;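 active = inhibition above the mean inhibition across all screened compounds plus 3 SD, cut at about 44% in these data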;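 note: 0% = DMSO only wells and 100% = 100 µM nifuroxazide control wells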
* hit, by the source's call.

For O=c1cc(CN2CCOCC2)c2c(ccc3ccccc32)o1 the results were FLuc inh counter -5, APP transl inh 15, APP 5'UTR act -15, STAT3 activator 96, RAM network inh 1.1, STAT1 act 103, NF-kB expr up 1.4, STAT1 inh -3, Hsp70 activator -0.3 and STAT3 blocker 7.
COc1ccc(S(=O)(=O)Nc2ccc(S(=O)(=O)N3CCCC3)cc2)cc1 was read as FLuc inh counter -3, APP transl inh -6, APP 5'UTR act 7, STAT3 activator 109, RAM network inh 1.1, STAT1 act 100, NF-kB expr up 1.1, STAT1 inh 0, Hsp70 activator -0.6 and STAT3 blocker -4.
Screening O=C(NCC1CCCO1)c1ccc2c(c1)C(=O)N(C1CCCCC1)C2=O (stereo unspecified) returned FLuc inh counter -9, APP transl inh 3, APP 5'UTR act -3, STAT3 activator 98, RAM network inh -1.6, STAT1 act 97, NF-kB expr up 1.1, STAT1 inh 3, Hsp70 activator -0.1 and STAT3 blocker 8.
CC(Sc1nnc2ccccn12)C(N)=O (stereo unspecified) was read as FLuc inh counter -9, APP transl inh -13, APP 5'UTR act 13, STAT3 activator 104, RAM network inh 0.9, STAT1 act 104, NF-kB expr up 1.2, STAT1 inh -5, Hsp70 activator 0.1 and STAT3 blocker 1.
For Cn1cccc1C(C#N)c1ccccc1C#N (stereo unspecified) the results were FLuc inh counter -2, APP transl inh -4, APP 5'UTR act 3, STAT3 activator 95, RAM network inh 2.0, STAT1 act 100, NF-kB expr up 1.2, STAT1 inh -1, Hsp70 activator 0.0 and STAT3 blocker 8.
Cn1c(/C(C#N)=C/c2ccncc2)nc2ccccc21 was read as FLuc inh counter -2, APP transl inh -19, APP 5'UTR act 19, STAT3 activator 79, RAM network inh 1.3, STAT1 act 102, NF-kB expr up 1, STAT1 inh -3, Hsp70 activator -0.1 and STAT3 blocker 28.
`CCC(=O)N(c1ccc(C(=O)O)cc1)c1nc(-c2ccc(OC)cc2)c(C)s1` gave FLuc inh counter -5, APP transl inh 5, APP 5'UTR act -5, STAT3 activator 101, RAM network inh 6.3, STAT1 act 101, NF-kB expr up 0.95, STAT1 inh -1, Hsp70 activator -0.1 and STAT3 blocker 7.
For COC(=O)c1ccc(C(=O)NC(=S)Nc2nc3c(s2)CCCC3)cc1 the results were FLuc inh counter -4, APP transl inh -22, APP 5'UTR act 22, STAT3 activator 107, RAM network inh 1.9, STAT1 act 124, NF-kB expr up 1.7, STAT1 inh -27, Hsp70 activator -0.4 and STAT3 blocker -2.
`Cn1nc(-c2ccccc2)c(C(=O)Nc2ccc(Cl)cc2)c1Cl` gave FLuc inh counter 2, APP transl inh 24, APP 5'UTR act -24, STAT3 activator 97, RAM network inh 2.5, STAT1 act 109, NF-kB expr up 2.4, STAT1 inh -10, Hsp70 activator -0.1 and STAT3 blocker 9.
`O=C(Cc1ccccc1)NNC(=S)Nc1ccc(Cl)cc1` gave FLuc inh counter -1, APP transl inh -1, APP 5'UTR act 1, STAT3 activator 104, RAM network inh 2.5, STAT1 act 100, NF-kB expr up 1.3, STAT1 inh -1, Hsp70 activator -0.3 and STAT3 blocker -3.
CCOC(=O)c1c(C)nc(-c2ccccc2)nc1NC(=O)C(C)C was read as FLuc inh counter -7, APP transl inh -13, APP 5'UTR act 13, STAT3 activator 106, RAM network inh 1.1, STAT1 act 110, NF-kB expr up 1.1, STAT1 inh -11, Hsp70 activator 0.2 and STAT3 blocker -3.
Screening COCCCn1c(-c2ccccc2)nc2ccccc2c1=O returned FLuc inh counter -6, APP transl inh 1, APP 5'UTR act -1, STAT3 activator 105, RAM network inh 0.0, STAT1 act 97, NF-kB expr up 1.1, STAT1 inh 4, Hsp70 activator -0.3 and STAT3 blocker 5.
Screening CC(C)(Oc1ccc(-c2ccco2)cc1)C(=O)O returned FLuc inh counter -7, APP transl inh -8, APP 5'UTR act 33, STAT3 activator 106, RAM network inh 0.4, STAT1 act 98, NF-kB expr up 1, STAT1 inh 1, Hsp70 activator -0.3 and STAT3 blocker -1.
Screening O=C(Cc1ccc(Br)cc1)N(Cc1ccccc1)c1ccccn1 returned FLuc inh counter -7, APP transl inh -9, APP 5'UTR act 9, STAT3 activator 96, RAM network inh 2.6, STAT1 act 89, NF-kB expr up 0.98, STAT1 inh 12, Hsp70 activator -0.2 and STAT3 blocker 10.
For Cc1cc(O)c(NC(=O)c2ccc(Br)o2)cc1C the results were FLuc inh counter 21, APP transl inh -52, APP 5'UTR act 52, STAT3 activator 161*, RAM network inh 5.3, STAT1 act 89, NF-kB expr up 1.4, STAT1 inh 12, Hsp70 activator 0.3 and STAT3 blocker -71.
O=C(Nc1ccc(Nc2ccccc2)cc1)N1CCOCC1 was read as FLuc inh counter 1, APP transl inh 11, APP 5'UTR act -11, STAT3 activator 99, RAM network inh 2.4, STAT1 act 100, NF-kB expr up 1.5, STAT1 inh 0, Hsp70 activator -0.4 and STAT3 blocker 3.
`Cc1ccnc(N(C(=O)c2cccs2)C(=O)c2cccs2)c1` gave FLuc inh counter 35, APP transl inh -68, APP 5'UTR act 68, STAT3 activator 99, RAM network inh 1.2, STAT1 act 128, NF-kB expr up 2.3, STAT1 inh -30, Hsp70 activator 0.6 and STAT3 blocker 5.
`CCCCOC(=O)c1cc(=O)[nH]c2ccccc12` gave FLuc inh counter -3, APP transl inh -8, APP 5'UTR act 8, STAT3 activator 82, RAM network inh 2.6, STAT1 act 108, NF-kB expr up 1.2, STAT1 inh -8, Hsp70 activator 0.1 and STAT3 blocker 25.
For Cc1ccc([N+](=O)[O-])cc1NC1CC(O)C(CO)O1 (stereo unspecified) the results were FLuc inh counter -6, APP transl inh -9, APP 5'UTR act 9, STAT3 activator 104, RAM network inh 3.2, STAT1 act 106, NF-kB expr up 1.1, STAT1 inh -6, Hsp70 activator -0.2 and STAT3 blocker -6.
Screening COc1ccc(OC)c2sc(NC(=O)CCS(=O)(=O)c3ccccc3)nc12 returned APP transl inh -8, APP 5'UTR act 8, STAT3 activator 106, STAT1 act 87, STAT1 inh 14, Hsp70 activator -0.2 and STAT3 blocker -3.

Fetched by compound from above (2):
Screening COc1ccc(OC)c2sc(NC(=O)CCS(=O)(=O)c3ccccc3)nc12 returned APP transl inh -8, APP 5'UTR act 8, STAT3 activator 106, STAT1 act 87, STAT1 inh 14, Hsp70 activator -0.2 and STAT3 blocker -3.
`CCCCOC(=O)c1cc(=O)[nH]c2ccccc12` gave FLuc inh counter -3, APP transl inh -8, APP 5'UTR act 8, STAT3 activator 82, RAM network inh 2.6, STAT1 act 108, NF-kB expr up 1.2, STAT1 inh -8, Hsp70 activator 0.1 and STAT3 blocker 25.

Additional entries
`O=C1CC2c3ccccc3C1C1C(=O)N(CCc3ccccc3)C(=O)C21` (stereo unspecified) gave FLuc inh counter -5, APP transl inh -15, APP 5'UTR act 15, STAT3 activator 98, RAM network inh 0.2, STAT1 act 100, NF-kB expr up 0.99, STAT1 inh -2, Hsp70 activator -0.2 and STAT3 blocker 6.
CCOC(=O)NN1C(=O)c2ccccc2NC1c1cccc(O)c1 (stereo unspecified) was read as FLuc inh counter -5, APP transl inh 9, APP 5'UTR act -9, STAT3 activator 106, RAM network inh 2.0, STAT1 act 96, NF-kB expr up 0.97, STAT1 inh 4, Hsp70 activator -0.1 and STAT3 blocker -10.
`CC(C)n1cc(/C=C2/NC(=O)NC2=O)c2ccccc21` gave FLuc inh counter 0, APP transl inh 6, APP 5'UTR act -6, STAT3 activator 105, RAM network inh 6.6, STAT1 act 116, NF-kB expr up 1.4, STAT1 inh -17, Hsp70 activator 0.3 and STAT3 blocker 0.
CCN(c1cccc(C)c1)S(=O)(=O)c1cnc[nH]1 was read as FLuc inh counter -7, APP transl inh 1, APP 5'UTR act -1, STAT3 activator 99, RAM network inh 3.1, STAT1 act 106, NF-kB expr up 1, STAT1 inh -6, Hsp70 activator -0.2 and STAT3 blocker 7.
Screening CCOC(=O)c1c(NC(=O)CN2CCOCC2)sc2c1CC(C)(C)OC2 returned FLuc inh counter -6, APP transl inh 17, APP 5'UTR act -17, STAT3 activator 105, RAM network inh -1.5, STAT1 act 104, NF-kB expr up 0.97, STAT1 inh -4, Hsp70 activator -0.1 and STAT3 blocker 0.
Cc1ccc(CC2CC(=O)N(c3ccncc3)C2=O)cc1 (stereo unspecified) was read as FLuc inh counter -7, APP transl inh -25, APP 5'UTR act 25, STAT3 activator 95, RAM network inh 1.9, STAT1 act 103, NF-kB expr up 0.89, STAT1 inh -3, Hsp70 activator -0.2 and STAT3 blocker 8.
For O=C(OCc1c(Cl)nc2sccn12)c1cc2c(s1)CCCC2 the results were FLuc inh counter 1, APP transl inh 10, APP 5'UTR act -10, STAT3 activator 99, RAM network inh -0.7, STAT1 act 102, NF-kB expr up 1, STAT1 inh -2, Hsp70 activator 0.7 and STAT3 blocker 7.
Screening Cc1[nH]nc(-c2ccc(O)cc2O)c1-c1nc2ccccc2s1 returned FLuc inh counter -6, APP transl inh 7, APP 5'UTR act -7, STAT3 activator 130, RAM network inh 0.6, STAT1 act 97, NF-kB expr up 1, STAT1 inh 3, Hsp70 activator 0.0 and STAT3 blocker -19.
COc1ccc(NS(=O)(=O)c2ccc3nc(COc4ccc(Cl)c(C)c4)[nH]c3c2)cc1 was read as FLuc inh counter -7, APP transl inh 8, APP 5'UTR act -8, STAT3 activator 106, RAM network inh 3.4, STAT1 act 95, NF-kB expr up 0.49, STAT1 inh 5, Hsp70 activator -0.3 and STAT3 blocker -12.
Screening Cc1cc(S(=O)(=O)NCC(C)C)ccc1OCC(=O)NCc1ccco1 returned FLuc inh counter -2, APP transl inh -22, APP 5'UTR act 22, STAT3 activator 98, RAM network inh 2.3, STAT1 act 96, NF-kB expr up 0.98, STAT1 inh 3, Hsp70 activator 0.0 and STAT3 blocker 7.
CCN(CC)c1ncnc2c1[nH]c1ccccc12 was read as FLuc inh counter -4, APP transl inh -41, APP 5'UTR act 41, STAT3 activator 103, RAM network inh -0.1, STAT1 act 75, NF-kB expr up 0.58, STAT1 inh 27, Hsp70 activator -0.2 and STAT3 blocker -2.
`Cc1ccnc(Nc2nc3ccccc3s2)n1` gave FLuc inh counter 35, APP transl inh -127, APP 5'UTR act 127, STAT3 activator 105, RAM network inh 1.9, STAT1 act 111, NF-kB expr up 4.2*, STAT1 inh -12, Hsp70 activator 0.7 and STAT3 blocker 0.
`O=C(c1sc2ccccc2c1Cl)N1CCN(c2ccccc2F)CC1` gave FLuc inh counter -1, APP transl inh -6, APP 5'UTR act 7, STAT3 activator 93, RAM network inh 6.7, STAT1 act 93, NF-kB expr up 1.2, STAT1 inh 8, Hsp70 activator -0.2 and STAT3 blocker 9.
For Cc1cc(C)nc(N2CCCC(C(=O)Nc3cc(F)ccc3C)C2)n1 (stereo unspecified) the results were FLuc inh counter -8, APP transl inh 10, APP 5'UTR act -10, STAT3 activator 91, RAM network inh 0.6, STAT1 act 94, NF-kB expr up 1.2, STAT1 inh 7, Hsp70 activator -0.3 and STAT3 blocker 14.
Screening CCOc1cc(/C=N/OC(C)=O)ccc1OCc1ccccc1 returned FLuc inh counter -1, APP transl inh 7, APP 5'UTR act -7, STAT3 activator 106, RAM network inh -0.2, STAT1 act 108, NF-kB expr up 1.2, STAT1 inh -10, Hsp70 activator -0.3 and STAT3 blocker -2.
Cn1c(=O)cc(OCC(=O)NCCc2ccc(Cl)cc2)c2ccccc21 was read as FLuc inh counter -5, APP transl inh -24, APP 5'UTR act 24, STAT3 activator 102, RAM network inh -0.2, STAT1 act 97, NF-kB expr up 1, STAT1 inh 3, Hsp70 activator 0.1 and STAT3 blocker 10.
